OX1R antag = OX1R (human) antagonism. O43613. OX1R-expressing cells, FRET antagonist read-out. inhibition, % at 6.6 µM. hit rate 1.8% among 330,000; in the data active = inhibition mostly above about 38%, no sharp cut-off; inactive = mostly below about 40%;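 note: 0% = agonist challenge alone and 100% = reference antagonist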
Target sequence (O43613 whole entry, looked up): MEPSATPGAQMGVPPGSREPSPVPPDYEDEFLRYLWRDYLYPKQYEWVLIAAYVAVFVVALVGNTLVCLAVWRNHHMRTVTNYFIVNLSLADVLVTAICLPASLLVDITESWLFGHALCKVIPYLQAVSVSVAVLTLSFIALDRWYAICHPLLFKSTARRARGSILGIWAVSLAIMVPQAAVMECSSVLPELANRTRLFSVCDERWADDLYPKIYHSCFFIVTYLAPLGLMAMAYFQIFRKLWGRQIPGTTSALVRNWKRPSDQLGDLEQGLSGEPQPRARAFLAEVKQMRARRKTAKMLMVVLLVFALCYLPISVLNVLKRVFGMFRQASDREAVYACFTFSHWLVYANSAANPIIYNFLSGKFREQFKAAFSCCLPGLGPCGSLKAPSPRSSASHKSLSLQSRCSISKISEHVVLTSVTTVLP
KCNQ2 inh = KCNQ2 channel blockers in CHO-K1 cells – cell-based, FluxOR thallium flux, B-score, primary screen (AID 2156); hit rate 1.1% among 310,000; 20 min; stronger effect = lower value; B-score at 10 µM; O88943;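 active = fluorescence ratio B-score at most minus 3 library SDs, with starting brightness B-score within 2 library SDs, cut at about -5.5 in these data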
STK33 kinase inh = inhibitors of human STK33 kinase; hit rate 0.073% among 320,000; Q9BYT3; purified STK33, MBP phosphorylation, ADP-Glo luminescence; inhibition, % at 10 µM;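 active = inhibition at or above 25%, using the most active replicate where run in duplicate; inactive = inhibition below 25%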
Target sequence (Q9BYT3 whole entry, looked up): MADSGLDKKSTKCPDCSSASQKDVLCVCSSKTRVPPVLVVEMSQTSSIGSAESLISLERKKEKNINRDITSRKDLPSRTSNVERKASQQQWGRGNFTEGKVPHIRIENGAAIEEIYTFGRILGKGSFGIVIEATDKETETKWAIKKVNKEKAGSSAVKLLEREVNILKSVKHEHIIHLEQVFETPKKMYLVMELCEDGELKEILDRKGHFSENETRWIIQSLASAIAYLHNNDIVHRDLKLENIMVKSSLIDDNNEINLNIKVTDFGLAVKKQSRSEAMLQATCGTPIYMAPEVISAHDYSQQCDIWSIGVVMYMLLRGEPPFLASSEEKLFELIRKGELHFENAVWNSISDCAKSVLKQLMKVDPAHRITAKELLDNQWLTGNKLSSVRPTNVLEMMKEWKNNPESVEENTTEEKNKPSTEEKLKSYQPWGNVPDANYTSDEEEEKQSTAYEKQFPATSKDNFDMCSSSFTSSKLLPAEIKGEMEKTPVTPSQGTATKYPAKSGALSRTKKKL
Active calls of the source: *; i = inactive; · = not tested or not shown.

OX1R antag	KCNQ2 inh	STK33 kinase inh	canonical_smiles
3.3	i	-0.1	Cc1cc(C)cc(-n2c(C)c3c(C)nnc(C)c3c2C)c1
·	i	4.8	CC1CN(C(=O)CCCN2C(=O)c3ccccc3C2=O)CC(C)O1 (stereo not given)
5.6	i	-2.0	Cc1nn2cnnc2c(C)c1Cc1c(F)cccc1Cl
28.2	i	9.0	O=C(NCc1ccncc1)C(=O)C1C(=O)Nc2ccccc21 (stereo not given)
17.8	i	-0.4	CC1Cc2nc(SCC(=O)Nc3nc4ccccc4s3)n(C)c(=O)c2S1 (stereo not given)
12.2	i	-1.2	CC(=O)CCn1cc([N+](=O)[O-])nc1C
13.3	i	-0.5	CC(NC1CCCC1)c1ccccc1 (stereo not given)
10.1	i	0.3	O=C(CCN1C(=O)/C(=C/c2ccc3c(c2)OCO3)SC1=S)Nc1cccc(C(=O)O)c1
35.0	i	0.3	O=C(N/N=C/c1ccc(O)cc1O)/C(=C/c1ccccc1)CCO
18.3	i	0.4	O=C(Nc1cccc([N+](=O)[O-])c1)NC1CCS(=O)(=O)C1 (stereo not given)
13.7	i	1.1	O=C1OCc2cccc3cccc1c23
7.0	i	-1.0	CCOc1cc(C)c(S(=O)(=O)N2CCCC2)cc1C
14.2	i	-0.6	CN(C)c1ccc(/C=C(\NC(=O)c2ccccc2)C(=O)NCc2ccncc2)cc1
3.4	i	-1.4	CCOc1ccc(NC(=O)CN2CCN(Cc3c(F)cccc3F)CC2)cc1
15.7	i	-0.6	O=S(=O)(NC(=NC1CCCC1)C(F)(F)F)c1ccccc1
3.6	i	-2.5	Cc1ccc(NC(=O)Cn2nnc(C(=O)NCc3cccs3)c2N)cc1Cl
34.7	i	-0.7	CC1C(=O)N2CCCc3cc(NC(=O)C(=O)NCCc4c[nH]c5ccccc45)cc1c32 (stereo not given)
23.1	i	-2.2	Cc1ccc(C)c(NC(=O)CSc2ccc(-c3cccs3)nn2)c1
9.8	i	-2.6	Cc1ccc(CSc2ncnc3c2cnn3-c2ccccc2)cc1
25.0	i	-0.5	COc1ccccc1NC(=O)CSc1nnc(Cn2cnc3ccccc32)n1C
5.5	i	-4.0	COc1ccc(OC)c(C2C(C(N)=O)=C(C)Nc3nc(CCCO)nn32)c1 (stereo not given)
9.6	·	0.7	C[C@]12c3[nH]c4ccccc4c3CCN1C(=O)C(CC(=O)NCc1cccc(C(F)(F)F)c1)C[C@@H]2C(=O)N1CCOCC1 (stereo not given in full)
11.2	i	-0.3	Cn1c(COc2cccc3ccccc23)nnc1SCC(=O)OC1CCCCC1
13.8	i	-0.5	O=C(CN1CCC(n2nnc3cc(F)ccc32)CC1)N1CCc2ccccc2C1
21.5	i	-0.8	Cc1cccc(-c2nnc(SCC(=O)N3CCOCC3)o2)c1
10.4	i	0.0	O=c1cc(O)c2ccc(O)cc2o1
60.1*	i	-1.0	O=C1NC(=Nc2ccccc2)S/C1=C\c1cccn1-c1ccccc1
-0.7	i	1.8	Cc1cc(C)c(S(=O)(=O)NCCOc2ccccc2)c(C)c1-n1cnnn1
7.4	·	-0.4	CCn1c(C)cc(C(=O)CSc2nnc(-c3ccco3)o2)c1C
7.4	·	-1.2	O=C(COC(=O)/C=C/c1ccc(F)cc1)NC1CCCCCC1
-9.8	i	-1.0	CC(CNS(=O)(=O)c1ccc(Cl)cc1)n1cncn1 (stereo not given)
6.2	·	0.3	CCN1C(=NCCOC)N[C@@H](c2cccc(C(F)(F)F)c2)C(C(=O)OC)=C1C
10.5	i	-0.8	Cc1ccc(NC(=O)Nc2cccc3ccccc23)cc1
14.0	i	0.3	FC(F)(F)c1ccc(N2CCN(Cc3ccc4c(c3)OCO4)CC2)nc1
24.5	i	1.0	CC(=O)c1ccc(NC(=O)C2CCCN2S(=O)(=O)c2ccc(C)cc2)cc1 (stereo not given)
21.3	i	-0.1	CC(C)CNC(=O)c1cccc(NC(=O)c2ccc(Cl)c([N+](=O)[O-])c2)c1
36.0	i	-1.7	O=C(CSc1nnc(CNC(=O)c2ccccc2F)o1)c1ccccc1
7.3	i	0.3	CCN(CC(=O)Nc1ccccc1C(F)(F)F)C(=O)CCc1c(C)[nH]c(=O)c(C#N)c1C
26.7	i	-0.8	O=C(Nc1ccc2c(c1)OCO2)c1ccc(Br)c(S(=O)(=O)N2CCCC2)c1
15.2	i	-0.7	Cc1ccnc(NS(=O)(=O)c2ccc(NC(=O)CSc3nc(-c4ccccc4)cc(=O)[nH]3)cc2)n1
9.9	·	0.9	O=C(COC(=O)C1CC(=O)N(CCc2ccccc2)C1)c1ccc[nH]1 (stereo not given)
5.8	i	0.2	Cc1cccc(NC(=O)c2nc[nH]c2C(=O)N[C@@H](C)C(=O)OCc2ccccc2)c1
8.6	i	0.7	CC12CCC(C(=O)NNc3ccc([N+](=O)[O-])cc3)(CC1=O)C2(C)C (stereo not given)
3.6	i	-1.3	COc1cccc(C(=O)N2CCCN(C)CC2)c1OC
9.0	i	-3.0	Cc1ccc2c(Cn3cc(C(F)(F)F)cc(Cl)c3=O)cc(=O)oc2c1
9.1	i	-1.7	C/C(=N\NC(=O)Cn1nnc2ccccc21)c1ccco1
8.1	i	-0.6	COC(=O)c1ccc2c(=O)n(CCCCCC(=O)NCc3ccccc3)c(=O)[nH]c2c1
5.3	i	-1.1	CCOc1ccsc1C(=O)NNC(=O)c1ccco1
-0.3	i	-1.1	COc1ccc(CCNC(=O)C2CCN(S(=O)(=O)c3ccc(NC(C)=O)cc3)CC2)cc1OC
14.9	i	-1.3	O=C(O)c1ccc(-n2cccc2)cc1O
6.7	i	-0.3	Cc1cccc(-n2ccnc2CN2CCN(C(C)C)C(CCO)C2)c1 (stereo not given)
12.9	i	-0.1	CN(C)S(=O)(=O)c1cccc(C(=O)N2CCN(Cc3ccccc3)CC2)c1
2.5	i	0.7	COc1ccc(OC)c(NS(=O)(=O)c2cc(OC)ccc2OC)c1
33.4	i	-0.1	COc1ccc(C(=O)Nc2ccc(C)cc2C(=O)c2ccccc2)c(OC)c1
3.8	i	0.4	COCCN=C1N[C@@H](c2ccc(Br)cc2)C(C(=O)OC)=C(C)N1Cc1ccccc1
16.2	i	-3.0	CCN(CC)S(=O)(=O)c1ccc2nc(COC(=O)c3n[nH]c4ccccc34)[nH]c2c1
4.7	i	-0.8	CC1=N/C(=C/c2cc(Br)cc(Br)c2O)C(=O)O1
8.4	·	0.1	CC(C)(C)OC(=O)C[C@@H]1C/C=C\C[C@H](CC(=O)N(CCO)Cc2ccccc2)C(=O)N[C@@H](Cc2ccccc2)COC1=O
3.5	·	-0.2	CCCCn1c(N)c(N(CCC(C)C)C(=O)COC(=O)/C=C/c2ccc(F)cc2)c(=O)[nH]c1=O
15.3	i	-0.1	CCN1CCCC1CNC(=O)C(=O)NC(C)C (stereo not given)

The list goes on:
OX1R antag	KCNQ2 inh	STK33 kinase inh	canonical_smiles
41.9	i	-2.4	O=C(O)CCN1C(=O)c2ccc(Oc3ccc([N+](=O)[O-])cc3)cc2C1=O
4.6	i	-0.3	CCOC(=O)Cn1c(=O)c(-c2cc(Br)ccc2N)nc2ccccc21
18.7	i	0.6	COc1ccc2nc(N(CCN(C)C)C(=O)/C=C/c3cccs3)sc2c1
·	i	-1.7	COc1cc(C(=O)N/N=C/c2ccc(OC(=O)c3ccccc3Cl)c(OC)c2)ccc1O
11.9	i	-0.4	COC(=O)c1cc(Br)c(=O)n(Cc2ccc(OC)c(OC)c2)c1
4.7	·	0.5	Cc1c(C(=O)O)oc2ccc(S(=O)(=O)N3CCC(C)CC3)cc12
7.5	i	-0.2	COc1cc(-c2nnn(CC(=O)NC3CCS(=O)(=O)C3)n2)ccc1OCc1ccccc1 (stereo not given)
79.6*	i	4.0	COc1ccc2nc3sc(C(=O)NCCCN4CCc5ccccc5C4)cc3cc2c1
1.3	i	-0.2	CCN(CC)S(=O)(=O)c1ccc(NC(=S)Nc2ccccc2)cc1
4.6	i	-3.1	CCc1ccc(C(=O)COC(=O)C(CCSC)NC(=O)C23CC4CC(CC(C4)C2)C3)cc1 (stereo not given)
8.2	i	-0.7	O=C1CC(c2ccccc2)C(C(=O)Nc2ccccc2F)N1 (stereo not given)
4.2	i	-2.6	O=C(C1CCN(C2CC(=O)N(c3ccc(F)cc3)C2=O)CC1)N1CCOCC1 (stereo not given)
15.2	i	0.6	COc1ccc(C(=O)Nc2cccc(C(=O)N3CCCC3)c2)cc1
30.4	i	1.9	COC(=O)c1c(NC(=O)C(C)C)sc2c1C(C(=O)OC)CC2 (stereo not given)
5.4	i	0.7	COc1cc(/C=N/N(C)C)cc(Br)c1O
25.4	i	-0.7	Cc1nc2ccccn2c1C(=O)NCc1ccc2c(c1)OCO2
26.3	i	-0.7	CC1=N/C(=C/c2cccnc2)C(=O)O1
10.3	i	0.2	CCN(c1cccc(C)c1)c1ncnc2nc[nH]c12
32.0	i	-0.2	COc1cccc2c1OCC(C(=O)OCc1cccnc1)=C2
4.0	·	-1.4	COc1ccc(NC(=O)c2ccc(S(=O)(=O)N3CC(C)OC(C)C3)cc2)cc1 (stereo not given)
17.6	i	0.4	COc1ccc(CC(=O)NCc2cccc(CNC(=O)Cc3ccc(OC)c(OC)c3)c2)cc1OC
22.7	i	-1.4	CCOC(=O)C(=O)C1=CN(Cc2ccccc2)C=C(C#N)C1
5.8	i	-2.8	c1ccc(Cc2nn3c(Cn4cnc5ccccc54)nnc3s2)cc1
2.9	i	-0.2	Cc1cc2oc(=O)cc(CN(C)Cc3cccc(F)c3)c2cc1C
6.3	i	-1.3	O=C(CSc1ncccn1)NC1CCCc2ccccc21 (stereo not given)
4.3	i	0.1	COc1ccc(N(CC(=O)NC2CCCC2)C(=O)Cn2nnc(-c3ccc(C)cc3)n2)cc1OC
19.7	i	-0.4	CC(C)OP(=O)(CCP(=O)(OC(C)C)OC(C)C)OC(C)C
15.4	i	-1.7	CCCCN1C[C@H](C)[C@@H](CC(=O)NCc2ccccc2)C1=O
21.1	i	0.7	CCOc1cc(N2CCOCC2)c(OCC)cc1NC(=O)Cc1cccc(OC)c1
7.4	i	-1.0	COc1ccccc1OCC(=O)Nc1ccc(S(=O)(=O)Nc2cc(C)on2)cc1

Retrieved one by one from the list above, two records:
OX1R antag	KCNQ2 inh	STK33 kinase inh	canonical_smiles
26.3	i	-0.7	CC1=N/C(=C/c2cccnc2)C(=O)O1
4.3	i	0.1	COc1ccc(N(CC(=O)NC2CCCC2)C(=O)Cn2nnc(-c3ccc(C)cc3)n2)cc1OC

An excerpt of these results, as labelled records.
SMILES: CC1=N/C(=C/c2cccnc2)C(=O)O1
  OX1R antag: 26.3	KCNQ2 inh: i	STK33 kinase inh: -0.7

SMILES: CC(C)OP(=O)(CCP(=O)(OC(C)C)OC(C)C)OC(C)C
  OX1R antag: 19.7	KCNQ2 inh: i	STK33 kinase inh: -0.4

SMILES: CCN(c1cccc(C)c1)c1ncnc2nc[nH]c12
  OX1R antag: 10.3	KCNQ2 inh: i	STK33 kinase inh: 0.2

SMILES: COc1ccc(N(CC(=O)NC2CCCC2)C(=O)Cn2nnc(-c3ccc(C)cc3)n2)cc1OC
  OX1R antag: 4.3	KCNQ2 inh: i	STK33 kinase inh: 0.1

Entries listed so far marked active in OX1R antag:
OX1R antag	KCNQ2 inh	STK33 kinase inh	canonical_smiles
60.1*	i	-1.0	O=C1NC(=Nc2ccccc2)S/C1=C\c1cccn1-c1ccccc1
79.6*	i	4.0	COc1ccc2nc3sc(C(=O)NCCCN4CCc5ccccc5C4)cc3cc2c1

(listing goes on)
OX1R antag	KCNQ2 inh	STK33 kinase inh	canonical_smiles
0.1	i	-0.7	CCOC(=O)c1cc2sccc2n1Cc1ccccc1
32.7	i	-1.2	CC(=O)N(C(C)=O)n1c(/C=C/c2cccc([N+](=O)[O-])c2)nc2ccccc2c1=O
14.4	i	-0.3	COc1ccc(-c2cc(C(=O)N3CCCC3)no2)cc1OC
-3.3	·	-1.2	O=C(Cn1ccc(NC(=O)OCc2ccccc2)nc1=O)NCc1nc2ccccc2[nH]1
14.3	i	-1.0	O=C(/C=C/c1ccc(Cl)cc1)N1CCN(c2ccc([N+](=O)[O-])c(N3CCOCC3)c2)CC1
8.8	i	0.9	Cc1ccc(NC(=O)C2C(C(=O)O)C3C=CC2C32CC2)cc1 (stereo not given)
17.9	i	-0.6	CCCCn1nnc(NC(=O)c2ccc(-c3ccccc3[N+](=O)[O-])o2)n1
27.1	·	-0.3	COC(=O)c1ccc(CN=C(NS(=O)(=O)c2ccccc2)c2ccccc2)cc1
1.0	i	-2.1	O=C(Cc1ccccc1Cl)NCc1cccnc1
·	i	-1.2	Cc1ccc(CNC(=O)C2CCCN(S(=O)(=O)c3ccc(F)cc3)C2)cc1 (stereo not given)
14.8	i	-1.3	CCCC(=O)Nc1nc(-c2ccc(Cl)s2)cs1
23.7	i	-0.2	COc1ccccc1S(=O)(=O)CC(O)COc1ccc(F)cc1Cl (stereo not given)
5.3	i	-1.1	CCCOc1ccccc1OCC(=O)Nc1ccc(S(=O)(=O)N2CCCC2)cc1
3.9	i	0.1	COc1ccc(-c2csc(NC(=O)CN3C(=O)NC4(CCCC4)C3=O)n2)cc1
6.9	i	-1.2	CCc1ccc(N(C(=O)CNC(=O)c2cccs2)C(C(=O)NC(C)(C)C)c2cc(OC)c(OC)c(OC)c2)cc1 (stereo not given)
23.8	i	-0.1	CCOC(=O)c1c[nH]c2c(C)ccc(Cl)c2c1=O
24.2	i	-0.3	COc1ccccc1C(=O)Nc1ccc(C(=O)c2ccccc2)cc1
7.8	·	-1.1	C[C@H](NC(=O)c1nc[nH]c1C(=O)N[C@@H](CCCCN)C(=O)OC(C)(C)C)C(=O)OCc1ccccc1
0.2	i	-1.4	CCc1nc(SCc2ccc(Br)cc2)n[nH]1
